# T cruzi intra: blocks T. cruzi growth inside host cells; 22,000 tested, 4.9% active; intracellular Trypanosoma cruzi in host cells, plate reader; activity score (inhibition), % at 5.01 µM; AID 651903; in the data active = activity score above about 55%;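 also: parasites and compound incubated about four days before reading; 0% = median of neutral control wells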
# INS-1E rescue: INS-1E beta cell protection from cytokine death; AID 488910; protection from cytokine-induced ATP loss, % at 10 µM; 20,000 tested, 0.1% active; INS-1E cytokine-induced death, ATP luminescence, 48 h; normalised: neutral wells 0, positive control 100;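 active = mean replicate protection from cytokine-induced ATP loss at least 50% and at least 75% of replicates each reaching 50%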
#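 Material: INS-1E rat cells; Quantity: 8000 cells/well; Buffer or medium: phenol-red-free RPMI with 5% fetal bovine serum; Probe or stimulus: cytokine cocktail of IFN-γ, TNF-α and IL-1β; Compound dosing: single test concentration per compound, delivered by pin transfer; Incubation: 48 h co-treatment, 10 min post-lysis read; Signal: CellTiter-Glo luminescence.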
# Starred values were filed as active, the others as inactive; . = not tested or not shown.
SMILES,T cruzi intra,INS-1E rescue
C[C@H]1CN([C@@H](C)CO)C(=O)Cc2cc(N(C)C)ccc2O[C@@H]1CN(C)C(=O)Nc1ccc(F)cc1,-2.9,-1.5
C[C@H]1CN([C@@H](C)CO)C(=O)c2cc(NS(=O)(=O)c3ccccc3)ccc2O[C@H]1CN(C)Cc1ccc2c(c1)OCO2,17.0,.
Cc1ncc(CO)c(/C=N/NC(=O)c2ccc(C(=O)NO)cc2)c1O,9.0,1.1
C[C@H]1CN([C@@H](C)CO)C(=O)c2cccc(NS(=O)(=O)c3ccc(F)cc3)c2O[C@H]1CN(C)Cc1ccc(Cl)c(Cl)c1,-18.7,-16.3
Cc1cc(C(=O)Nc2cccc3c2O[C@@H](CN(C)Cc2ccc(C(=O)O)cc2)[C@@H](C)CN([C@H](C)CO)C3=O)n(C)n1,17.8,0.3
Cc1noc(C)c1NC(=O)N(C)C[C@H]1Oc2ccc(NC(=O)Cn3cnnn3)cc2CC(=O)N([C@@H](C)CO)C[C@@H]1C,13.1,2.9
Cc1ccsc1/C=N/NC(=O)c1ccc(C(=O)NO)cc1,1.2,-4.1
C[C@H]1CN([C@@H](C)CO)C(=O)Cc2cc(NC(=O)NC3CCCCC3)ccc2O[C@@H]1CN(C)C(=O)Nc1ccccc1,-12.7,7.8
C[C@@H]1CN([C@H](C)CO)C(=O)c2cc(NC(=O)c3ccncc3)ccc2O[C@H]1CN(C)Cc1ccc(C(F)(F)F)cc1,-19.0,0.8
Cc1noc(C)c1S(=O)(=O)N(C)C[C@@H]1Oc2ccc(NS(=O)(=O)c3cccs3)cc2CC(=O)N([C@H](C)CO)C[C@H]1C,-16.8,-1.0
C[C@H]1CN([C@@H](C)CO)C(=O)Cc2cc(NC(=O)Nc3ccc(C(F)(F)F)cc3)ccc2O[C@@H]1CN(C)Cc1ccc(-c2ccccc2)cc1,70.2*,-56.1
Cc1noc(C)c1S(=O)(=O)N(C)C[C@H]1Oc2c(NC(=O)C3CCOCC3)cccc2C(=O)N([C@@H](C)CO)C[C@H]1C,-16.2,10.5
COc1ccc(S(=O)(=O)N(C)C[C@H]2OCCCC[C@@H](C)Oc3ccc(N(C)C)cc3C(=O)N([C@H](C)CO)C[C@@H]2C)cc1,-10.3,3.8
CC(C)NC(=O)N(C)C[C@H]1Oc2ccc(NS(C)(=O)=O)cc2CC(=O)N([C@H](C)CO)C[C@H]1C,-18.9,12.3
C[C@H](CO)N1C[C@H](C)[C@H](CN(C)S(=O)(=O)c2ccc(F)cc2)Oc2ccc(NC(=O)CCC(F)(F)F)cc2CC1=O,-2.1,-9.0
C[C@H](CO)N1C[C@H](C)[C@@H](CN(C)C(=O)NC2CCCCC2)Oc2c(NS(C)(=O)=O)cccc2C1=O,-8.6,7.1
Cc1noc(C)c1NC(=O)Nc1cccc2c1O[C@@H](CN(C)Cc1ccc(C(F)(F)F)cc1)[C@@H](C)CN([C@@H](C)CO)C2=O,21.1,-4.7
COc1ccc(S(=O)(=O)Nc2ccc3c(c2)CC(=O)N([C@@H](C)CO)C[C@H](C)[C@@H](CN(C)S(=O)(=O)c2ccc(F)cc2)O3)cc1,-23.0,11.9
CC(C)NC(=O)Nc1ccc2c(c1)C(=O)N([C@H](C)CO)C[C@H](C)[C@@H](CN(C)C(=O)Nc1cccc3ccccc13)O2,-17.8,-15.8
C[C@@H]1CN([C@@H](C)CO)C(=O)CCCn2nncc2CO[C@H]1CN(C)Cc1cccc2c1OCCCO2,0.9,4.6
O=C(N/N=C/c1cccs1)c1ccccc1O,-14.2,-18.0
C[C@@H]1CN([C@@H](C)CO)C(=O)Cc2cc(NC(=O)Nc3cccc4ccccc34)ccc2O[C@@H]1CN(C)Cc1ccc(C(F)(F)F)cc1,91.3*,-22.7
C[C@H](CO)N1C[C@H](C)[C@@H](CN(C)C(=O)NC2CCCCC2)Oc2ccc(NS(=O)(=O)c3ccc(Cl)cc3)cc2C1=O,-2.8,0.1
C[C@H](CO)N1C[C@H](C)[C@@H](CN(C)C(=O)Nc2ccccc2)Oc2ccc(NS(=O)(=O)c3ccc(Cl)cc3)cc2C1=O,-0.2,2.5
CC(C)NC(=O)Nc1ccc2c(c1)CC(=O)N([C@H](C)CO)C[C@@H](C)[C@@H](CN(C)C(=O)Nc1ccccc1)O2,-15.2,1.2

# 2 entries from above, with two lines to a compound:
# Screens in order – T cruzi intra	INS-1E rescue
- CC(C)NC(=O)N(C)C[C@H]1Oc2ccc(NS(C)(=O)=O)cc2CC(=O)N([C@H](C)CO)C[C@H]1C
    -18.9	12.3
- C[C@H](CO)N1C[C@H](C)[C@H](CN(C)S(=O)(=O)c2ccc(F)cc2)Oc2ccc(NC(=O)CCC(F)(F)F)cc2CC1=O
    -2.1	-9.0

# Five records picked at random from those above, as already listed:
SMILES,T cruzi intra,INS-1E rescue
Cc1noc(C)c1S(=O)(=O)N(C)C[C@H]1Oc2c(NC(=O)C3CCOCC3)cccc2C(=O)N([C@@H](C)CO)C[C@H]1C,-16.2,10.5
C[C@H]1CN([C@@H](C)CO)C(=O)c2cc(NS(=O)(=O)c3ccccc3)ccc2O[C@H]1CN(C)Cc1ccc2c(c1)OCO2,17.0,.
C[C@H]1CN([C@@H](C)CO)C(=O)Cc2cc(NC(=O)Nc3ccc(C(F)(F)F)cc3)ccc2O[C@@H]1CN(C)Cc1ccc(-c2ccccc2)cc1,70.2*,-56.1
Cc1ccsc1/C=N/NC(=O)c1ccc(C(=O)NO)cc1,1.2,-4.1
C[C@@H]1CN([C@@H](C)CO)C(=O)Cc2cc(NC(=O)Nc3cccc4ccccc34)ccc2O[C@@H]1CN(C)Cc1ccc(C(F)(F)F)cc1,91.3*,-22.7

# New compounds follow:
SMILES,T cruzi intra,INS-1E rescue
C[C@@H]1CN([C@H](C)CO)C(=O)c2cccc(NC(=O)NC3CCCCC3)c2O[C@H]1CN(C)C(=O)Nc1ccc(C(F)(F)F)cc1,-0.7,-7.7
C[C@@H]1CN([C@H](C)CO)C(=O)CCCn2cc(nn2)CO[C@@H]1CN(C)C(=O)Nc1ccccc1,-17.1,.
Cc1noc(C)c1S(=O)(=O)N(C)C[C@@H]1Oc2ccc(NC(=O)CCC(F)(F)F)cc2CC(=O)N([C@@H](C)CO)C[C@@H]1C,-15.4,-2.6
C[C@@H]1CN([C@@H](C)CO)C(=O)c2cc(NC(=O)Nc3ccccc3)ccc2O[C@@H]1CN(C)Cc1ccc(-c2ccccc2)cc1,18.6,.
Cc1noc(C)c1S(=O)(=O)N(C)C[C@H]1OCCCC[C@@H](C)Oc2ccc(NS(=O)(=O)c3cn(C)cn3)cc2C(=O)N([C@H](C)CO)C[C@@H]1C,-29.1,-1.6
Cc1ccc(S(=O)(=O)N(C)C[C@H]2Oc3ccc(NC(=O)C4CC4)cc3C(=O)N([C@@H](C)CO)C[C@H]2C)cc1,17.0,1.7
Cc1noc(C)c1S(=O)(=O)N(C)C[C@H]1Oc2c(NC(=O)C3CCCCC3)cccc2C(=O)N([C@H](C)CO)C[C@H]1C,-0.5,1.0
C[C@H]1CN([C@@H](C)CO)C(=O)CCCn2nncc2CO[C@H]1CN(C)C(=O)CCCN(C)C,-11.9,.
COc1ccc(NC(=O)Nc2cccc3c2O[C@H](CN(C)C(=O)Nc2ccccc2)[C@H](C)CN([C@H](C)CO)C3=O)cc1,-10.2,14.6
COc1ccc(OC(=O)N(C)C[C@H]2OCc3cn(nn3)CCCC(=O)N([C@@H](C)CO)C[C@@H]2C)cc1,3.7,.
C[C@H]1CN([C@@H](C)CO)C(=O)c2cccc(NS(=O)(=O)c3ccc(Cl)cc3)c2O[C@@H]1CN(C)Cc1ccc(-c2ccccc2)cc1,36.2,-5.5
C[C@@H]1CN([C@@H](C)CO)C(=O)Cc2cc(NC(=O)Nc3ccc4c(c3)OCO4)ccc2O[C@@H]1CN(C)S(=O)(=O)c1cccs1,4.3,-2.6
Cc1noc(C)c1S(=O)(=O)Nc1ccc2c(c1)C(=O)N([C@H](C)CO)C[C@H](C)[C@@H](CN(C)S(=O)(=O)c1cccs1)OCCCC[C@@H](C)O2,10.7,15.5
COc1ccc(NC(=O)Nc2cccc3c2O[C@H](CN(C)C(=O)Nc2ccc(OC)cc2)[C@H](C)CN([C@H](C)CO)C3=O)cc1,-14.0,8.0
COc1ccc(S(=O)(=O)N(C)C[C@H]2Oc3c(cccc3N(C)C)C(=O)N([C@H](C)CO)C[C@@H]2C)cc1,5.6,6.1
C[C@H]1CN([C@@H](C)CO)C(=O)Cc2cc(NS(=O)(=O)c3cn(C)cn3)ccc2O[C@@H]1CN(C)S(=O)(=O)c1ccc(Cl)cc1,-24.8,-1.5
C[C@@H]1CN([C@@H](C)CO)C(=O)c2cccc(NS(=O)(=O)c3cccs3)c2O[C@H]1CN(C)S(=O)(=O)c1cn(C)cn1,-19.5,5.3
C[C@H]1CN([C@@H](C)CO)C(=O)Cc2cc(NC(=O)C3CC3)ccc2O[C@H]1CN(C)C(=O)Nc1ccc(C(F)(F)F)cc1,-30.9,-1.5
Cc1noc(C)c1NC(=O)Nc1cccc2c1O[C@H](CN(C)C(=O)Nc1ccc3c(c1)OCO3)[C@@H](C)CN([C@@H](C)CO)C2=O,-29.7,4.4
C[C@H]1CN([C@@H](C)CO)C(=O)c2cc(NC(=O)NC3CCCCC3)ccc2O[C@H]1CN(C)Cc1ccc(C(F)(F)F)cc1,5.3,-16.0
C[C@H]1CN([C@@H](C)CO)C(=O)c2cc(NC(=O)Nc3ccccc3)ccc2O[C@@H]1CN(C)Cc1ccc2c(c1)OCO2,-7.2,.
C[C@H](CO)N1C[C@H](C)[C@@H](CN(C)C(=O)Nc2ccc3c(c2)OCO3)Oc2ccc(NC(=O)CCCN(C)C)cc2C1=O,-9.7,3.1
C[C@@H]1CN([C@@H](C)CO)C(=O)c2cc(NC(=O)Nc3cccc4ccccc34)ccc2O[C@@H]1CN(C)C(=O)NC1CCCCC1,-18.4,-13.6
C[C@H]1CN([C@@H](C)CO)C(=O)c2cc(NS(=O)(=O)c3ccc(Cl)cc3)ccc2O[C@@H]1CN(C)Cc1ccc(Cl)c(Cl)c1,46.2,-12.9
COc1ccc(S(=O)(=O)N(C)C[C@H]2Oc3ccc(NS(=O)(=O)c4c(C)noc4C)cc3C(=O)N([C@@H](C)CO)C[C@@H]2C)cc1,4.1,.

# A run of entries of the results above, for reference:
SMILES,T cruzi intra,INS-1E rescue
COc1ccc(OC(=O)N(C)C[C@H]2OCc3cn(nn3)CCCC(=O)N([C@@H](C)CO)C[C@@H]2C)cc1,3.7,.
C[C@H]1CN([C@@H](C)CO)C(=O)c2cccc(NS(=O)(=O)c3ccc(Cl)cc3)c2O[C@@H]1CN(C)Cc1ccc(-c2ccccc2)cc1,36.2,-5.5
C[C@@H]1CN([C@@H](C)CO)C(=O)Cc2cc(NC(=O)Nc3ccc4c(c3)OCO4)ccc2O[C@@H]1CN(C)S(=O)(=O)c1cccs1,4.3,-2.6
Cc1noc(C)c1S(=O)(=O)Nc1ccc2c(c1)C(=O)N([C@H](C)CO)C[C@H](C)[C@@H](CN(C)S(=O)(=O)c1cccs1)OCCCC[C@@H](C)O2,10.7,15.5

# (next part)
SMILES,T cruzi intra,INS-1E rescue
C[C@H]1CN([C@@H](C)CO)C(=O)c2cccc(N(C)C)c2O[C@@H]1CN(C)Cc1ccc(Cl)c(Cl)c1,2.9,-9.2
C[C@@H]1CN([C@H](C)CO)C(=O)c2cccc(NC(=O)c3ccncc3)c2O[C@H]1CN(C)Cc1ccc(C(=O)Nc2ccccc2N)cc1,8.7,-0.2
C[C@H](CO)N1C[C@H](C)[C@@H](CN(C)Cc2ccc(C(=O)Nc3ccccc3N)cc2)Oc2c(NC(=O)Nc3ccccc3)cccc2C1=O,61.3*,6.5
C[C@H](CO)N1C[C@H](C)[C@H](CN(C)Cc2ccccc2)Oc2c(NC(=O)Nc3ccccc3)cccc2C1=O,-25.3,-14.2
C[C@H]1CN([C@@H](C)CO)C(=O)c2cc(NS(=O)(=O)c3ccccc3)ccc2O[C@H]1CN(C)Cc1ccc(C(=O)Nc2ccccc2N)cc1,38.1,10.7
C[C@H]1CN([C@@H](C)CO)C(=O)c2cc(NC(=O)Cc3ccccc3)ccc2O[C@@H]1CN(C)C(=O)Nc1ccc(C(F)(F)F)cc1,-8.9,-5.5
COc1ccc(CN(C)C[C@@H]2Oc3ccc(NS(C)(=O)=O)cc3C(=O)N([C@@H](C)CO)C[C@@H]2C)cc1,-45.7,8.2

# Assay outcomes deposited in PubChem by Broad Institute.
